S3 lipid droplet – qHTS Assay for Lipid Storage Modulators in Drosophila S3 Cells; Drosophila S3 cells, BODIPY lipid droplet fluorescence, 18-24 h; cells fed with added oleic acid; AID 2685, 2010; lipid storage change, negative = inhibition, % at the top dose, mostly 46.1 µM; hits show Potency in µM; 320,000 compounds, 0.64% hits; active = well fitted inhibition curve with a large enough effect in the signal ratio, with a control signal flat, not every such curve was filed as active; inconclusive = small, poorly fitted or top-dose-only effect, or effect the other way, or a change in a side signal; the % refers to the signal ratio
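Laser-scanning cytometry quantifies lipid droplet accumulation (500–530 nm total intensity; droplet/cell object ratio) in oleic acid-fed (400 uM added) Drosophila S3 cells treated with a concentration series. 20 uM Triacsin C defined 100% inhibition.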
S3 lipid droplet cell count max – recorded beside S3 lipid droplet, whose call it bears; cell number change, %; measured here: cell count max response;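 cells counted by Cell Tracker Red CMTPX staining in the red channel; peak over a dose series mostly up to 46.1 µM; percent activity relative to internal control wells on each plate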
* = called active by the depositor; i = inactive; ? = inconclusive; · = not tested or not shown; [ ] = dose if it differs, or a comment. % is set by controls: 0 for no effect and ±100 for the full control effect; potency is the fitted concentration of half-maximal effect. These rows are one share of the data (hit frequency here may not be typical).

compound	S3 lipid droplet	S3 lipid droplet cell count max
CC(=O)Nc1ccc(S(=O)(=O)N2CCN(S(=O)(=O)N3CCCCC3)CC2)cc1	?	·
CCOC(=O)CCn1nc(-c2ccc(C)cc2)c2ccccc2c1=O	10.3%	2.2
COc1ccc(C2=NN(C3=NN=C(N)Cc4ncnn43)C(O)(C(F)(F)F)C2)cc1 (stereo not given)	4.0%	-0.7
COc1ccc(NC(=O)CCCC(=O)c2ccccc2)c(OC)c1	?	·
O=S(=O)(NC1CC2CCC1C2)c1ccc(Br)cc1 (stereo not given)	?	·
CCOC(=O)c1c(C(F)(F)C(F)(F)C(F)(F)C(F)(F)F)n[nH]c1C	-9.2%	-20.7
CC(C)OCCCNC(=O)c1cccc(NC(=O)c2ccccc2)c1	?	·
CN(CC(=O)Nc1ccc(OC(F)(F)F)cc1)C(=O)C1CCC1	?	·
Cc1ccc(NCc2n[nH]c(=S)n2-c2ccccc2)cc1	?	·
COc1ccc(CNC(=S)Nc2ccccc2)cc1Cl	7.8%	0.1

Carrying on.
compound	S3 lipid droplet	S3 lipid droplet cell count max
CC1Cc2ccccc2N1C(=O)CSc1ncccc1C(=O)O (stereo not given)	?	·
O=C(Nc1ccccc1)NC1(C(=O)NCCCN2CCOCC2)CCCCC1	?	·
CNc1ccc(/C=C/C(=O)c2ccc(C)cc2)cc1[N+](=O)[O-]	?	·
COc1cccc(NC(=O)C(C)N2C(=O)c3ccccc3C2=O)c1 (stereo not given)	22.3%	12.2
CCOc1ccc(/C=N/OC(C)C(=O)NCc2ccc3c(c2)OCO3)cc1 (stereo not given)	?	·
O=C1Nc2cc(C(=O)N3CCN(c4ccccc4F)CC3)ccc2NC1CSCc1ccccc1F (stereo not given)	?	·
O=C(O)C1=C[C@H](c2csc3ccccc23)C[C@H](OCc2ccc(CO)cc2)O1	2.1%	12.7
CC1(C)CC(NC(=O)c2ccccc2F)CC(C)(C)N1	?	·
CC(C)(O)C(=O)NNC(=S)NCc1ccco1	?	·
CCOC(=O)NCN1C(=O)C2C3C=CC(C3)C2C1=O (stereo not given)	-15.8%	-1.0

More compounds follow:
compound	S3 lipid droplet	S3 lipid droplet cell count max
Cc1ccccc1N(C(=O)CCC(=O)Nc1ccccn1)C(C(=O)NC(C)C)c1ccc(F)cc1 (stereo not given)	?	·
O=C(CCN=C1NS(=O)(=O)c2ccccc21)OCC(=O)c1ccc(F)cc1	-4.8%	-0.6
CC1CCCCC12NC(=O)N(CC(=O)c1ccc(Cl)s1)C2=O (stereo not given)	-20.1%	7.5
Cc1nc2c(-c3ccc(Cl)cc3)c(C)[nH]n2c(=O)c1Cc1ccccc1	-2.8%	-0.5
O=C(CSc1nnc(SCc2ccc(Cl)cc2)s1)N/N=C/c1c[nH]c2ccccc12	?	·
CN1CCC(N(C)S(=O)(=O)c2ccc(NC(=O)c3cccc(C#N)c3)cc2)CC1	?	·
CCCCCCCCCS(=O)(=O)N/N=C/c1cccc([N+](=O)[O-])c1	?	·
Cc1cccc(C(=O)Nc2ccccc2NC(=O)c2cccc(C)c2)c1	2.3%	1.7
Cc1ccc(-c2n[nH]c(=S)n2/N=C/c2sccc2C)cc1	-1.3%	13.4
CN1CCN(c2nc(-c3ccc(Cl)c(Cl)c3)nc3ccccc23)CC1	?	·

More compounds.
compound	S3 lipid droplet	S3 lipid droplet cell count max
CS(=O)(=O)N1CCCC(C(=O)Nc2ccc(F)c(F)c2)C1 (stereo not given)	-26.0%	-2.3
CN(CCC#N)C(=O)COC(=O)c1ccc(Cl)c(S(=O)(=O)N(C)c2ccccc2)c1	3.5%[9.22 µM]	25.7
CCCOC(=O)CCn1c(=S)oc2ccccc21	3.6%	-1.2
C/C(=N\NC(=O)CNC(=O)C1COc2ccccc2O1)c1ccc(Cl)cc1 (stereo not given)	-5.1%	9.0
CCCNC(=O)c1ccccc1NC(=O)COc1cccc2c1OC(C)(C)C2	?	·
COc1ccc(OC)c(NC(=O)CSc2nnc(C3CCCCC3)n2N)c1	11.2%	3.5
O=C(CSc1nc2c(sc3ccccc32)c(=O)n1CCO)NCc1ccco1	?	·
Cc1ccc(C)c(/C=N/NC(=S)NC(C)C)c1	?	·
COc1ccc(OC)c(-c2c[n+](=O)c3c(n2[O-])CCCC3)c1	?	·
CCC(C)(C)n1nnnc1C(c1ccc(OC)c(OC)c1)N1CCN(c2ccc(F)cc2)CC1 (stereo not given)	7.4%	-0.3

Continuation:
compound	S3 lipid droplet	S3 lipid droplet cell count max
COc1ccc(Cc2[nH]n3c(=O)cc(C)nc3c2-c2ccccc2)cc1	i	·
Cc1cccc(N2CCN(C(=O)CNC(=O)C3CCCCC3)CC2)c1C	?	·
O=C(NCCc1c[nH]c2ccccc12)C(=O)NCC(c1ccco1)N1CCN(c2ccccc2F)CC1 (stereo not given)	10.0%	-9.1
COCC(C)n1c(C)cc(C(=O)COc2ccc(S(=O)(=O)N3CCOCC3)cc2Cl)c1C (stereo not given)	i	6.6
O=C(COC(=O)c1ccc(Cl)nc1)Nc1nnc(-c2ccccc2)o1	28.6%	22.4
Cc1ccccc1NC(=O)Cn1nc(C(F)(F)F)cc1C1CC1	?	·
Cc1cc(N2CCCC2)ccc1NC(=O)COc1ccccc1	?	·
O=C(CN(C(=O)c1csnn1)c1ccc(F)c(Cl)c1)NCc1ccc2c(c1)OCO2	?	·
CCCn1cnc2cc(NCc3cccc(OC)c3)ccc21	?	·
CC(C)(C)OC(=O)CC[C@@H](C(=O)N1CCN(C(=O)OC(C)(C)C)CC1)n1cc(C(Cc2ccc(O)cc2)NC(=O)OC(C)(C)C)nn1 (stereo not given in full)	?	·

Next section:
compound	S3 lipid droplet	S3 lipid droplet cell count max
Cc1cc2c(=O)oc(-c3ccc(Br)cc3)nc2s1	0.3%	13.6
CC1(C(=O)Nc2nc3ccccc3s2)CC1(Br)Br (stereo not given)	2.2%	-7.7
COc1ccc(CN2CCNC(=O)C2CC(=O)NCC2CCOCC2)c(F)c1 (stereo not given)	11.0%	19.8
CCCn1c(=O)[nH]c2ccccc21	?	·
COc1ccc(-n2ccnc(SCC(=O)NC3CCCC3)c2=O)cc1OC	15.7%	5.6
Cn1c(SCc2nc3ccccc3c(=O)[nH]2)nnc1-c1ccco1	?	·
CN(C)CCSc1nc(O)c(-c2ccccc2)c(=O)n1-c1ccccc1	?	·
CCN(CC)c1ccc(/C=N/N2C(=O)c3ccccc3C2=O)cc1	?	·
CCN(C(=O)CSc1nnc(-c2ccccc2Br)o1)C1CCS(=O)(=O)C1 (stereo not given)	?	·
COc1ccccc1NS(=O)(=O)c1cc(NC(=O)CCNC(C)=O)ccc1N1CCCCC1	?	·

The last 2 entries of the part before come first, to join the parts.
compound	S3 lipid droplet	S3 lipid droplet cell count max
CCN(C(=O)CSc1nnc(-c2ccccc2Br)o1)C1CCS(=O)(=O)C1 (stereo not given)	?	·
COc1ccccc1NS(=O)(=O)c1cc(NC(=O)CCNC(C)=O)ccc1N1CCCCC1	?	·
O=C(CNc1cccc(F)c1)N1CCc2ccccc2C1	15.1%	6.2
COc1ccc(NC(=O)COC(=O)C23CCC(=O)N2c2ccccc2S3)cc1 (stereo not given)	-21.9%	-22.7
Cc1cc(C)nc(SCC(=O)OCC(=O)Nc2ccccc2)n1	?	·
Cc1ccc(S(=O)(=O)N2CCN(C(=O)c3n[nH]c(=O)c4ccccc34)CC2)cc1	i	·
O=C1c2ccccc2-c2nnc(-c3ccccc3)cc21	23.8%	-2.4
COc1ccc(C(=O)NCCS(=O)(=O)N2CCCC2)cc1	13.0%	-16.0
COc1ccc2oc(-c3ccc(C)c(NC(=O)c4ccc(N5CCOCC5)c([N+](=O)[O-])c4)c3)nc2c1	?	·
CCOC(=O)N1CCN(C(=O)c2ccc(CS(=O)c3ccccc3)o2)CC1 (stereo not given)	47.0%	·
O=C(Nc1ccc(OCC(=O)N2CCN(S(=O)(=O)c3ccccc3)CC2)cc1)c1ccco1	i	-15.1
CCCOc1ccc(Cn2c(=O)oc3ccc(C)cc32)cc1	?	·

Further results.
compound	S3 lipid droplet	S3 lipid droplet cell count max
Cc1ccccc1NC(=S)NC(NC(=O)C(C)(C)C)C(Cl)(Cl)Cl (stereo not given)	?	·
COC(CNC(=O)[C@H](CSCc1ccccc1)N1Cc2ccccc2C1=O)OC	3.3%	18.9
NS(=O)(=O)c1ccc(CNC(=O)/C=C/c2ccccc2)cc1	-14.1%	2.5
C=CCn1cnc2c(c1=O)c1nc3ccccc3nc1n2/N=C/c1ccccn1	?	·
O=C(N/C(=C\c1ccc(Cl)cc1)C(=O)N1CCCCC1)c1ccco1	?	·
S=C(NC1CCCCC1)N1CCN(c2ncccn2)CC1	8.3%	-2.7
O=C(NNS(=O)(=O)c1ccc([N+](=O)[O-])cc1)C(=O)Nc1cccc(C(=O)O)c1	?	·
C=CCn1c(SCC(=O)CC(=O)OCC)nc2cc(C(=O)N3CCC(C(N)=O)CC3)ccc2c1=O	-4.7%	-0.3
O=C(O)c1ccc(OCCN2CCCC2=O)cc1	?	·
Cc1csc(NC(=O)CSc2nc(=O)n(CCN(C)C)c3c2CCCC3)n1	?	·

Continuation.
compound	S3 lipid droplet	S3 lipid droplet cell count max
Cc1ccc(N2C(=O)N(CC(=O)N(C)Cc3ccccc3)C(=O)C2C)cc1 (stereo not given)	?	·
Cc1cccc[n+]1CC(=O)c1ccc(NC(=O)c2ccccc2)cc1	15.7%	-10.9
CCOc1ccc(/C=N/n2c(SC)nnc2-c2ccccc2)cc1OCC	?	·
CCOC(=O)NN1C(=O)c2ccccc2NC1c1cccs1 (stereo not given)	?	·
O=C(/C=C/c1ccccc1O)c1ccco1	?	·
COc1ccc(-c2cc(OC)c3ccccc3n2)cc1	?	·
CCOC(=O)C1(CCOc2ccccc2)CCN(Cc2cc(OC)c3c(c2)OCO3)CC1	-11.2%	-12.8
COc1cc(/C=N/NC(=O)C(Cc2c[nH]c3ccccc23)NC(=O)OCc2ccccc2)cc([N+](=O)[O-])c1O (stereo not given)	-4.6%	4.5
C/C(=N/NC(=O)c1cc(C2CC2)[nH]n1)c1cccs1	?	·
COc1ccc(C(=O)NCC2COc3ccccc3O2)cc1S(=O)(=O)N1CCOCC1 (stereo not given)	?	·

Ordered by value in S3 lipid droplet cell count max (lowest first): three from the list above
compound	S3 lipid droplet	S3 lipid droplet cell count max
COc1ccc(C2=NN(C3=NN=C(N)Cc4ncnn43)C(O)(C(F)(F)F)C2)cc1 (stereo not given)	4.0%	-0.7
Cc1nc2c(-c3ccc(Cl)cc3)c(C)[nH]n2c(=O)c1Cc1ccccc1	-2.8%	-0.5
COc1ccc(CNC(=S)Nc2ccccc2)cc1Cl	7.8%	0.1

Carrying on:
compound	S3 lipid droplet	S3 lipid droplet cell count max
CCN(CC)C(=O)c1ccccc1NC(=O)c1ccccc1SC	-3.8%	3.9
O=C(NCCOCC(F)(F)C(F)F)c1cc(F)c(F)cc1Cl	6.5%	-3.7
CCCC(c1nnnn1CS(=O)(=O)c1ccc(C)cc1)N1CCN(C2CCCC2)CC1 (stereo not given)	?	·
CC(C)C(OC(=O)/C=C/c1ccc2c(c1)OCO2)C(=O)NC(N)=O (stereo not given)	?	·
CCOC(=O)C1=NOC(C(=O)NN(C)c2ncc(C(F)(F)F)cc2Cl)C1 (stereo not given)	?	·
Cc1c(C(=O)N2CCCCC2)c(S(=O)(=O)NCc2ccc(Cl)cc2)c(C)n1C	?	·
COC(=O)c1cccc(Oc2cccc(Cl)n2)c1	7.6%	-6.3
COc1cccc(OC)c1C(=O)OCC(=O)/C(C#N)=C(\C)N	3.4%	·
COc1cc(NC(=S)NCc2ccc(S(N)(=O)=O)cc2)cc(OC)c1	-2.4%	1.2
CCc1cccc(C)c1NC(=O)CSc1nc(-c2ccccc2F)nc2nc[nH]c12	?	·

(continued)
compound	S3 lipid droplet	S3 lipid droplet cell count max
O=C(Nc1cccc2nsnc12)c1ccc2c(c1)OCCO2	3.7%	-27.8
O=C(COC(=O)C1CCN(c2ccc(C(F)(F)F)cn2)CC1)Nc1cc(F)ccc1F	?	·
COC(=O)c1cc(OC)c(OC)cc1NC(=O)Nc1ccc(OC)cc1OC	?	·
CCCn1c(CN2CCN(C(=O)c3ccco3)CC2)nc2c1c(=O)n(C)c(=O)n2C	-6.3%	·
O=C(O)c1ccccc1N1C(=O)c2cccc3cccc(c23)C1=O	25.3%	0.5
O=C(NC1CC2CCC1C2)C1COc2ccccc2O1 (stereo not given)	?	·
Cc1ccc(C(=O)C(C)OC(=O)Cn2[nH]c(=O)c3ccccc3c2=O)cc1C (stereo not given)	21.9%[0.369 µM]	-3.4
COC(=O)c1ccc(COc2cc([N+](=O)[O-])cc3cccnc23)o1	-4.4%	5.3
O=C(NC1CCN(C(=O)Nc2ccccc2)CC1)C1CCCCC1	?	·
CCN(CC)S(=O)(=O)c1cc(C)ccc1NC(=S)Nc1cccnc1	-11.2%	·

Next records:
compound	S3 lipid droplet	S3 lipid droplet cell count max
O=C(NCCCn1ccnc1)C(=O)NC1CCCCC1	-12.6%	24.4
O=C(Cn1cncn1)c1ccccc1	-12.7%	12.0
C[C@@H](NC(=O)[C@@H]1Cc2ccccc2CN1)C(=O)Nc1ccc2c(c1)OCO2	?	·
Cc1cccc(CC(=O)N2CCC(N3CCC(C(=O)N4CCOCC4)CC3)CC2)c1	-7.4%	-6.5
Cc1ccc(S(=O)(=O)N(CC(=O)NCc2cccnc2)C2CCCCC2)cc1	-0.9%	-19.3
CC(C)(C)NC(=O)Cn1cnc2cc([N+](=O)[O-])ccc2c1=O	?	·
CC(=O)Nc1ccc(NC(=O)C(C)OC(=O)CC2CCCC2)cc1 (stereo not given)	13.1%	19.3
Cc1ccc(NC(=O)CN(C)C(C)C(=O)N2CC(C)CC(C)C2)cc1 (stereo not given)	i	9.5
